Screening results (PubChem)
LmPK inh: blocks Leishmania mexicana pyruvate kinase activity. Q27686. purified LmPK, Kinase-Glo ATP luminescence, 1 h. Potency, µM (titrated, usually from 57.5 µM), without a hit: top-dose activity change, negative = inhibition, hits mostly inhibitors. 290,000 compounds, 0.37% hits. AID 1721
Target sequence (Q27686 whole entry, looked up): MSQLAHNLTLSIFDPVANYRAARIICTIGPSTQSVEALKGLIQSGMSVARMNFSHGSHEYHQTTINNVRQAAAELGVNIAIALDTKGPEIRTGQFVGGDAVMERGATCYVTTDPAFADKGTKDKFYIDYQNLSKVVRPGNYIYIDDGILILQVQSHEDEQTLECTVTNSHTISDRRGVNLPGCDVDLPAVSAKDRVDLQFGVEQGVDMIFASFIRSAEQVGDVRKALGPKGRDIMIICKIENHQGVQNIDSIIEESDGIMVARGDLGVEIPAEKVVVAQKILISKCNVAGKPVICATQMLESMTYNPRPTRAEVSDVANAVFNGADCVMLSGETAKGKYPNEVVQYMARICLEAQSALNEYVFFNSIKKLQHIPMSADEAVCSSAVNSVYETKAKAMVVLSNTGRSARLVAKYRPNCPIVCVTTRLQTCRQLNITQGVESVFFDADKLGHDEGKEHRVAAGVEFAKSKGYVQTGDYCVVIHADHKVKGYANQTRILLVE
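Purified LmPK (0.1 nM) converted ADP (0.1 mM) to ATP with PEP (0.5 mM) in imidazole buffer pH 7.2 with KCl and MgCl2, 1 h at room temperature. ATP was read by Kinase-Glo luminescence; data normalized to uninhibited and no-enzyme controls.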
Tb PYK inh: T. brucei pyruvate kinase inhibition; Q57TT1; TbPYK enzyme, Kinase-Glo Plus ATP luminescence, 45 min; Potency, µM (titrated, usually from 76.8 µM), for inactives: at the highest dose activity, negative = inhibition, usual class: inhibitors; 410,000 compounds, 0.12% hits; AID 624173; also: nearly all actives have a fitted effect of over 50% in size
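Screened from lowest to highest concentration, compounds were pinned into TbPYK/substrate mixtures, and ADP (130 uM final) was added. Plates sat at room temperature for 45 min prior to Kinase-Glo Plus detection by luminescence.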
HCV inhibitor: inhibitors of hepatitis C virus infection; Huh7.5.1 HCVcc-Cre infection, luciferase reporter, 44 h; Potency, µM (series often up to 41.8 µM), for inactives: at the highest dose activity change, negative = inhibition, most hits filed as inhibitors; 340,000 compounds, 3.4% hits
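Seed cells (1,000/well) for 4 h; treat with compound and infect with HCVcc-Cre, moi about 0.5. Incubate 44 h, then detect luciferase activity.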
Sm TGR block: inhibitors of Schistosoma mansoni thioredoxin glutathione reductase | Potency, µM (highest dose often 114 µM), inactives show top-dose activity change, negative = inhibition, actives largely listed as inhibitors | purified TGR, DTNB reduction, TNB absorbance 405 nm | AID 485364 | Q962Y6 | 360,000 compounds, 3% hits; also: nearly all actives have a fitted effect of over 60% in size
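Kinetic colorimetric format: TGR-catalysed, NADPH-driven DTNB reduction monitored via TNB absorbance. Enzyme dispensed at 20 nM; compound exposure 15 min at room temperature before reaction start.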
Pf growth 48h: inhibits P. falciparum growth in the first generation, 48 h | P. falciparum luciferase growth in erythrocytes, 48 h | Potency, µM (series often up to 28.7 µM), without a hit: top-dose activity change, negative = inhibition, actives largely listed as inhibitors | 310,000 compounds, 5.9% hits | AID 504832
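Cell-based growth assay: transgenic P. falciparum expressing firefly luciferase, cultured in red cells within RPMI 1640 containing 0.5% w/v Albumax, 24 mM bicarbonate and gentamycin. A drop in luciferase activity indicates inhibition.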
Pf growth 96h: P. falciparum growth inhibition at 96 hours; P. falciparum luciferase reporter growth, 96 h; Potency, µM (titrated, usually from 28.7 µM), for the others: at the highest dose activity change, negative = inhibition, hits mostly inhibitors; 320,000 compounds, 6.9% hits
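96 h incubation, 37 C, 5% CO2, of luciferase-reporter P. falciparum-infected RBCs (2% hematocrit, 0.05% parasitemia final) with test compounds; endpoint luminescence.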
Starred values were filed as active, the others as inactive; u = inconclusive; x = no result given; & = joins results of further samples; [ ] = remark or other dose. Calls follow the shape of the dose curve; as a rule, active = well fitted curve in the direction sought with a large enough effect; inconclusive = small, poorly fitted or top-dose-only effect, or another doubt; inactive = no such curve, though single readings can be large; an effect the other way counts as inactive or inconclusive. % is scaled to controls: 0 for no effect and ±100 for the full control effect; potency is read from the fitted curve at half-maximal effect.

Below each compound: LmPK inh, Tb PYK inh, HCV inhibitor, Sm TGR block, Pf growth 48h, Pf growth 96h
[1] C=CCc1ccccc1OCC(=O)N/N=C/c1ccccc1OCC
→ 3%, -2%, -8%, -7%, -5%, 11%
[2] CN(c1ccc(C(=O)N2CCc3ccccc3C2)cc1)S(C)(=O)=O
→ -1%, 2%, -4%, 5%, 8%, -17%
[3] Cc1ccc(C(C(=O)NC2CCCCC2)N(C(=O)Cc2c[nH]c3ccccc23)c2ccccc2C)o1 (stereo not given)
→ -1%, -5%, 6%, -6%, u, 12%
[4] CCCCN(C(=O)c1ccc(N2CCCC2=O)cc1)c1c(N)n(CC(C)C)c(=O)[nH]c1=O
→ x, -4%, 6%, 7%, -28%, -22%
[5] Cc1c(C(=O)N2CCC3(CC2)OCCO3)oc2ccc(S(=O)(=O)N3CCOCC3)cc12
→ 5%, 1%, 7%&3%, 6%, -16%, u
[6] Cc1ccc(N2CCN(S(=O)(=O)N3CCCCC3)CC2)cc1Cl
→ 2%, -3%, 7%, 10%, -13%, 3%
[7] FC(F)(F)c1cccc(N2CCN(CC3CC4C=CC3C4)CC2)c1 (stereo not given)
→ 6%, -1%, u, 2%, 37%[activator], -3%
[8] Cc1ccccc1C(=O)OCn1nnc2ccccc2c1=O
→ -4%, -2%, 9%, -8%, -1%, 8.3µM*
[9] COc1cc(N2CCOCC2)ccc1/C=C1\C(=O)NC(=O)N(C2CCCCC2)C1=O
→ 6%, u, 17%, -28%, u, -7%
[10] C/C(CC(=O)Nc1ccccn1)=N\NC(=O)Cc1cccc2ccccc12
→ 1%, 0%, 9%, 10%, -9%, -18%
[11] CCc1nnc(NC(=O)CCN2C(=O)C3CCCCC3C2=O)s1 (stereo not given)
→ -11%, 0%, 0%, 5%, 6%, 1%
[12] CC(C)(C)OC(=O)NCCCCCNC(=O)c1[nH]cnc1C(=O)NC1CCN(C(=O)OC(C)(C)C)CC1
→ x, -8%, u, -1%, 9.3µM*, 2.1µM*
[13] COc1ccc(-n2c(SCC(=O)Nc3ccc4c(c3)OCO4)nc3c(c2=O)SCC3)cc1
→ 8%, 5%, -13%, -1%, x, 25%
[14] COc1ccc(CCNC(=O)C(=O)NCC2OCCN2S(=O)(=O)c2ccc(OC)c(OC)c2)cc1 (stereo not given)
→ 2%, -9%, -26%, -13%, u, u
[15] CC(=O)Nc1ccc(NC(=O)CSc2ccc(C(F)(F)F)cc2[N+](=O)[O-])cc1
→ -4%, 1%, -2%, 0%, 24%, 53%[activator]
[16] CC[C@H](C)[C@H](NC(N)=O)C(=O)Nc1ccc(OC)c(Cl)c1
→ 3%, 3%, 6%, 0%, -9%, 55%[activator]
[17] C=C(C)C1(O)OC(=O)C=C1OC (stereo not given)
→ 2%, -7%, -19%, 6.3µM*, u, u
[18] COc1ccc(OC)c(C(c2nnnn2C2CCCC2)N2CCc3ccccc3C2)c1 (stereo not given)
→ -2%, -2%, 11µM*, -28%, 2.9µM*, 24%
[19] CCc1nc(N2CCN(C(C)=O)CC2)c2c3c(sc2n1)CC(C(C)(C)C)CC3 (stereo not given)
→ 1%, 0%, u, 0%, u, 45%[activator]
[20] Cc1cccc(C)c1NC(=O)CSc1nnc(C)n1-c1ccccc1
→ 1%, -2%, 14%, -10%, 6%, 41%[activator]

4 entries from above, with each value named:
10	C/C(CC(=O)Nc1ccccn1)=N\NC(=O)Cc1cccc2ccccc12
  LmPK inh: 1%
  Tb PYK inh: 0%
  HCV inhibitor: 9%
  Sm TGR block: 10%
  Pf growth 48h: -9%
  Pf growth 96h: -18%

4	CCCCN(C(=O)c1ccc(N2CCCC2=O)cc1)c1c(N)n(CC(C)C)c(=O)[nH]c1=O
  LmPK inh: x
  Tb PYK inh: -4%
  HCV inhibitor: 6%
  Sm TGR block: 7%
  Pf growth 48h: -28%
  Pf growth 96h: -22%

12	CC(C)(C)OC(=O)NCCCCCNC(=O)c1[nH]cnc1C(=O)NC1CCN(C(=O)OC(C)(C)C)CC1
  LmPK inh: x
  Tb PYK inh: -8%
  HCV inhibitor: u
  Sm TGR block: -1%
  Pf growth 48h: 9.3µM*
  Pf growth 96h: 2.1µM*

18	COc1ccc(OC)c(C(c2nnnn2C2CCCC2)N2CCc3ccccc3C2)c1 (stereo not given)
  LmPK inh: -2%
  Tb PYK inh: -2%
  HCV inhibitor: 11µM*
  Sm TGR block: -28%
  Pf growth 48h: 2.9µM*
  Pf growth 96h: 24%

The list continues.
Below each compound: LmPK inh, Tb PYK inh, HCV inhibitor, Sm TGR block, Pf growth 48h, Pf growth 96h
[21] O=C(COC(=O)c1n[nH]c2ccccc12)NC(=O)NC12CC3CC(CC(C3)C1)C2
→ -1%, 9%, 14%, 4%, 24%, x
[22] Cc1nn(CC(=O)NCc2ccc(Cl)cc2)c(C)c1[N+](=O)[O-]
→ 2%, -5%, -17%, 5%, -24%, 2%
[23] CCOc1cc(N2CCOCC2)c(OCC)cc1NC(=O)COc1ccc2ccc(=O)oc2c1
→ -3%, x, -3%, -1%, 10%, 28%
[24] Cc1cc(-n2c(SCC(=O)NCc3cccs3)nc3n[nH]c(C)c3c2=N)ccc1Cl
→ 0%, -2%, u, -2%, u, -25%
[25] Cc1ccc2c(c1)N(C(=O)CCC(=O)N1CCN(c3ccccn3)CC1)CC(C)O2 (stereo not given)
→ 5%, 2%, -10%, 9%, -30%, u
[26] COc1ccc(-n2cc(CNCCc3nc(C)cc(C)n3)c(-c3ccccc3Cl)n2)cc1
→ -2%, -5%, u, u, 12µM*, u
[27] O=c1n(Cc2ccccc2)c2cc(Cl)cnc2n1Cc1ccccc1
→ 2%, 0%, -10%, 3%, u, u
[28] CCN(C(=O)CN1C(=O)S/C(=C\c2ccc(F)cc2)C1=O)C1CCS(=O)(=O)C1 (stereo not given)
→ -1%, 4%, 10%, 2%, u, 3%
[29] Cc1ccc(N2CCN(C(=O)c3ccccc3NC(=O)c3ccccc3C(=O)O)CC2)cc1
→ -1%, 10%, 21%, -23%, 34%[activator], 13%
[30] COc1cccc(NC(=O)NC2CCN(CC(=O)Nc3ccccc3[N+](=O)[O-])CC2)c1
→ -3%, -1%, u, -15%, u, u
[31] Cc1ccc(N2CC(C)Cn3c2nc2c3c(=O)[nH]c(=O)n2C)cc1C (stereo not given)
→ 0%, 10%, 9%, -10%, -10%, -6%
[32] COc1cc(C(=O)NCCCCCCNC(=O)c2cc(OC)c(OC)c(OC)c2)cc(OC)c1OC
→ 3%, -6%, -1%, 7%, 24%, 4%
[33] CSc1ccc(S(=O)(=O)NC2CC3CCC2C3)cc1 (stereo not given)
→ 0%, 5%, -1%, 5%, -10%, u
[34] Clc1ccc(C(c2ccc(Cl)cc2)C(Cl)(Cl)Cl)cc1
→ x, -9%, x, x, u, u
[35] COCCNc1nnc(SCC(=O)Nc2cc(-c3ccccc3)nn2-c2ccccc2)s1
→ 6%, -13%, -26%, -8%, u, u
[36] CCc1cc2cc(C)c(C)cc2nc1SCC(=O)Nc1cc(C)on1
→ 1%, 0%, -6%, x, 9%, 3%
[37] Cc1cc(C(=O)COC(=O)c2ccc3c(c2)NC(=O)CS3)c(C)n1CCc1ccc(Cl)cc1
→ -4%, -3%, -6%, x, 44%[activator], 1%
[38] CCC(=O)N1CCCC(C(=O)c2ccc(-c3ccccc3)cc2)C1 (stereo not given)
→ 6%, 1%, -21%, -8%, 18%, -11%
[39] Cc1cccc(NC(=O)C2CCN(C(=O)c3ccco3)CC2)c1C
→ 0%, -7%, 13%, 2%, 6%, 2%
[40] COc1ccc(Cl)cc1C(=O)NNC(=O)CSc1nnc2ccccn12
→ 3%, 0%, 8%, -13%, -8%, 26%
[41] CS(=O)(=O)N(CC(=O)Nc1ccc(S(=O)(=O)N2CCCC2)cc1)c1ccccc1F
→ 3%, -1%, 11%, -1%, -8%, u
[42] COc1ccc(CCC(=O)N2CCCSC2=Nc2ccc(C(C)=O)cc2)cc1
→ 6%, 1%, 29%, -2%, 7%, u
[43] Cc1cc(C(=O)OCC(=O)Nc2ccc(S(=O)(=O)N3CCOCC3)cc2)c(C)o1
→ -1%, -8%, -6%, 1%, -23%, -9%
[44] Oc1c(Cl)cc(Cl)cc1/C=C/c1ccc2cccc(O)c2n1
→ 1%, -2%, u, -10%, -29%, -21%
[45] CCN(Cc1ccccc1)S(=O)(=O)c1ccc(C(=O)Nc2nnc(C3CC3)o2)cc1
→ 6%, -2%, -27%, 0%, x, 7%
[46] O=C1C=C(c2ccc3c(c2)oc2ccccc23)C[C@@H](c2ccc(Cl)cc2)C1
→ x, -3%, -1%, -1%, 26%, 7%
[47] Cc1ccccc1Oc1ccccc1N
→ 0%, -10%, -16%, -2%, -12%, u
[48] c1ccc(CCc2cn(C[C@H]3CC[C@@H]([C@@H]4CC[C@H](Cn5cc(CCc6ccccc6)nn5)O4)O3)nn2)cc1
→ 1%, -8%, -8%, -21%, 12%, 2%
[49] CC(C)NC(=O)NS(=O)(=O)c1cnccc1N1CCCCC1
→ 5%, -7%, 7%, -9%, 12%, 20%
[50] CCN=C(Nc1cccc(F)c1)SC1CC(=O)N(c2ccc(OC)cc2)C1=O (stereo not given)
→ -2%, -6%, -16%, -30%, u, 13%
[51] COc1ccc(/C=C/c2nnc(NC(=O)C(C)C)s2)cc1
→ 0%, -5%, -9%, -8%, -24%, -5%
[52] O=C(O)c1cc(S(=O)(=O)Nc2cc(Cl)ccc2Oc2ccccc2)ccc1O
→ x, -3%, 6%, -16%, 6%, 13%
[53] N#Cc1ccc(NC(=O)CCc2nc3ccccc3s2)cc1
→ 0%, 3%, 4%, 1%, 2%, 4%
[54] COc1cc(CNCc2ccc(SC)cc2)cc(OC)c1
→ -10%, -10%, u, 2%, 28%, 1%
[55] O=C1[C@@H]2CSCN2C(=O)CN1Cc1cccc(C(F)(F)F)c1
→ -1%, 0%, 6%, -15%, -12%, 34%[activator]
[56] CC1CCN(CCNC(=O)C2CCCN(S(=O)(=O)c3cccc4nsnc34)C2)CC1 (stereo not given)
→ 1%, 0%, 6%, -4%, u, u
[57] Cc1ccc(-n2nnnc2SCC(=O)Nc2cccc(NC(=O)c3ccco3)c2)cc1C
→ 4%, -5%, 7.9µM*, 5%, -15%, -14%
[58] COC(=O)C1CCCCN1C(=O)c1ccc2oc(C(C)C)nc2c1 (stereo not given)
→ -9%, 1%, 7%, 1%, -15%, u
[59] Cc1c(C)c2ccc(OS(C)(=O)=O)cc2oc1=O
→ 6%, -6%, 8%, -4%, 43%[activator], 12%

Part of the list above, bar-delimited.
no. | Molecule | LmPK inh | Tb PYK inh | HCV inhibitor | Sm TGR block | Pf growth 48h | Pf growth 96h
44 | Oc1c(Cl)cc(Cl)cc1/C=C/c1ccc2cccc(O)c2n1 | 1% | -2% | u | -10% | -29% | -21%
45 | CCN(Cc1ccccc1)S(=O)(=O)c1ccc(C(=O)Nc2nnc(C3CC3)o2)cc1 | 6% | -2% | -27% | 0% | x | 7%
